Screens deposited in PubChem BioAssay by several laboratories.
human PMI inhibitors: MPI inhibition at elevated mannose 6-phosphate – biochemical, fluorescence intensity, high mannose 6-phosphate, primary screen (AID 1220); actives 0.66% (n = 190,000); recombinant PMI enzyme, coupled fluorescence intensity; higher % means a stronger effect; inhibition, % at 20 µM, or IC50 in µM where a hit was titrated
Siah-1 displacement: Siah-1 peptide-binding antagonists, primary screen, biochemical, fluorescence polarization, rhodamine-plectin, uHTS (AID 1817). actives 0.02% (n = 290,000). Siah-1 / rhodamine-plectin peptide fluorescence polarization; higher % means a stronger effect. displacement, % at 20 µM, or IC50 in µM where a hit was titrated;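 active = displacement of at least 50% at 20 µM, with a fluorescence ratio check between 0.3 and a set limit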;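 note: plate controls were Siah plus tracer with DMSO for no effect and tracer alone without Siah for full effect; strong numbers were not always called active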
PhoP inhibition: inhibitors of PhoP regulon expression, primary screen, Salmonella Typhimurium, GFP reporter (AID 1863); S. Typhimurium PhoP-regulated promoter GFP reporter, 4 h; higher % means a stronger effect; inhibition, % at 50 µM; hits with a dose series show IC50 in µM; actives 0.16% (n = 300,000);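 active = inhibition over 29.93%, a cutoff 3 SD above the screen mean, later confirmed by dose response; inconclusive = inhibition over 29.93% but no dose response follow-up; inactive = inhibition at most 29.93% or unconfirmed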;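 note: 0% = low Mg2+ inducing control and 100% = high Mg2+ repressing control; strong numbers were not always called active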
XIAP antagonists: small molecules displacing peptide from XIAP – biochemical, IAP family, fluorescence polarization (AID 1018). actives 0.007% (n = 200,000). displacement, % at 20 µM, or IC50 in µM where a hit was titrated. XIAP BIR domain, fluorescence polarization peptide displacement; higher % means a stronger effect; in the data active = displacement above about 50%; note: a part of the inactive calls stands beside numbers as strong as those of hits
TNAP activators: human TNAP enzyme activators, primary screen, biochemical, luminescent, no phosphate acceptor, uHTS (AID 1001). one-dose activation fold at 20 µM; EC50 in µM for titrated hits. purified TNAP, luminescent activation assay, no phosphate acceptor; higher activation fold means a stronger effect. actives 0.03% (n = 200,000); in the data active = activation fold from about 3, or a potency from the dose series; inactive = the rest, 99 in 100 with activation fold below about 1.6; note: many of its hits are not listed in these tables
PMI inhibitors: inhibitors of human PMI, primary screen, biochemical, fluorescence intensity, coupled assay (AID 1209). purified PMI enzyme, coupled fluorescence intensity; higher % means a stronger effect. inhibition, % at 20 µM; hits with a dose series show IC50 in µM. actives 0.42% (n = 190,000);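 note: plate controls were DMSO vehicle for no effect and wells lacking substrate for full effect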
Myeloid diff MLP: compounds promoting myeloid differentiation | ER-HoxA9 myeloid progenitors, lysozyme-GFP differentiation, flow cytometry | calls only at 10 µM | actives 1% (n = 360,000) | AID 624256;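 active = normalized GFP-positive differentiation at or above the plate's own cutoff, the solvent-only control mean plus 3 SD; inconclusive = no clear call, values can overlap the other calls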;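 note: cells exposed to compound for four days before flow analysis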
WT yeast gro inh: growth inhibition of WT yeast, mitochondrial fusion screen | mitochondrial fusion phenotypic screen, WT strain | actives 2.1% (n = 190,000) | inhibition, % at 10 µM | AID 1362; in the data active = inhibition above about 58%; tested in S. cerevisiae
RSV antiviral HEp-2: RSV antiviral activity via CPE protection, HEp-2 cells, primary 10 µM value included (AID 2391). HEp-2 cells, RSV-induced CPE inhibition; higher % means a stronger effect. one-dose CPE inhibition, % at 10 µM; IC50 in µM for titrated hits. actives 0.13% (n = 310,000); in the data active = a potency from the dose series; inconclusive = CPE inhibition mostly from about 23% at the one dose, without a potency; inactive = the rest, 99 in 100 with CPE inhibition below about 21%; note: strong numbers were not always called active
WT yeast gro inh mutant strain: recorded beside WT yeast gro inh, whose call it bears; inhibition, %; mitochondrial fusion phenotypic screen, mutant strain inhibition
Myeloid diff MLP GFP+ MAC1+ %: also measured in Myeloid diff MLP; calls as there; GFP+ MAC1+ double positive, %; measured here: differentiation confirmed by MAC1 staining
An asterisk follows results filed as active; i = inactive; ? = inconclusive; nt = no result given; & = joins results of further samples. Cut-off read from the data, not from the text of the source, unless noted: active = inhibition above about 50%; inactive = the rest.

SMILES | human PMI inhibitors | Siah-1 displacement | PhoP inhibition | XIAP antagonists | TNAP activators | PMI inhibitors | Myeloid diff MLP | Myeloid diff MLP GFP+ MAC1+ % | WT yeast gro inh | WT yeast gro inh mutant strain | RSV antiviral HEp-2
O=C(Nc1cc(S(=O)(=O)N2CCCCC2)ccc1O)c1ccccc1NS(=O)(=O)c1ccc(F)c(F)c1 | 12% | 7% | -3% | -4.1% | 1.1 | 15% | i | 0.9 | -14 | -3 | 9.8%
O=C(CNC(=O)c1ccccc1)N=Nc1c(O)[nH]c2ccc(Br)cc12 | nt | 5% | 5% | nt | nt | nt | i | 1.8 | nt | nt | 7.4%
CCOc1ccccc1NC(=O)CSc1nnc(CNC(=O)c2c(F)cccc2Cl)o1 | nt | -3% | 2% | nt | nt | nt | i | 1.3 | nt | nt | 0.8%
Cc1cccc(NC(=S)NCCN(C2CCCCC2)C2CCCC2)c1 | 0% | 14% | 7% | -3.9% | 1.3 | 0% | i | 0.3 | 6 | -18 | 2.4%
O=C(N/C(=C\c1cccnc1)C(=O)N1CCOCC1)c1cccc(Br)c1 | 1% | -1% | -6% | -2.6% | 1.1 | 3% | i | 0.8 | 12 | -14 | -1.1%
Cc1cc(C(=O)Nc2cccnc2)on1 | -15% | 8% | 4% | -4.0% | 1.1 | -11% | i | 1.3 | -5 | 4 | 1.6%
CN(Cc1ccccc1Cl)C(=O)c1cnccc1C(F)(F)F | nt | 3% | -9% | nt | nt | nt | i | 0.6 | nt | nt | 3.8%
COc1cccc(/C=N/N2CCN(C)CC2)c1 | -8% | 6% | -1% | -2.9% | 0.8 | 18% | i | 0.4 | -9 | 3 | 0.7%
Cc1ccccc1NC(=S)NCc1ccc2[nH]c3c(c2c1)CCCC3 | 21% | -7% | 22% | -9.0% | 1.1 | 18% | i | 3.0 | 79* | 55* | 20%
COc1ccc(NC(=S)N2CCC(C(=O)c3ccc(OC)cc3)CC2)cc1 | nt | 2% | -5% | nt | nt | nt | i | 0.8 | nt | nt | 9.3%
CC(C)C(c1nnnn1CCc1ccccc1)N1CCOCC1 (stereo unspecified) | -2% | 1% | 0% | -2.0% | 1 | -5% | i | 0.4 | -5 | 3 | 1.5%
COc1ccc(C(=O)c2ccc(N3CCOCC3)cc2)c(OC)c1 | -5% | -1% | 1% | -5.0% | 1.1 | -2% | i | 1.0 | 8 | 9 | 2.2%
Cc1nn(CCc2n[nH]c(=S)n2-c2cccc(Cl)c2)c(C)c1[N+](=O)[O-] | 10% | -6% | -10% | -5.6% | 0.9 | 17% | i | 9.2 | 22 | 26 | -0.3%
Cc1ccc2nc(C)cc(N3CCOCC3)c2c1 | 4% | -2% | -5% | -6.4% | 1.1 | 10% | i | 1.2 | -12 | 9 | -0.8%
NCCS(=O)(=O)NC1CCCCC1 | -3% | -2% | nt | -0.1% | 1.1 | 5% | i | 0.1 | -1 | 3 | -1.0%
CC(Sc1ccccc1)C(=O)N1CCN(S(=O)(=O)c2ccccc2F)CC1 (stereo unspecified) | nt | 2% | -2% | nt | nt | nt | i | 1.1 | nt | nt | 0.6%
O=C1C2C3C=CC(C3)C2C(=O)N1c1n[nH]c(-c2cccnc2)n1 (stereo unspecified) | 12% | 4% | -2% | -3.0% | 0.4 | 15% | nt | nt | 14 | 23 | 1.0%
Cc1ccc(-n2nc3c(N4CCC(C(=O)NCCc5ccco5)CC4)nnc(C)c3c2C)cc1 | nt | 0% | -12% | nt | nt | nt | ? | nt | nt | nt | 13%
CCCN1C(=O)c2ccccc2NC1c1ccc(O)c(OCC)c1 (stereo unspecified) | nt | 8% | 1% | nt | nt | nt | i | 0.2 | nt | nt | 1.2%
CCC1CCCCN1CCCNC(=O)CN1C(=O)CSc2ccc(S(=O)(=O)N3CCC(C)CC3)cc21 (stereo unspecified) | nt | -2% | 5% | nt | nt | nt | i | 0.4 | nt | nt | -2.5%
O=C(NC1CC1)C1CCC(=O)N1C1CCCC1 (stereo unspecified) | 13% | -3% | 14% | -5.2% | 1 | 16% | i | 0.5 | -12 | -19 | 0.2%
CCOc1c(OC)ccc2c3c(c(=O)oc12)CCCC3 | -1% | -3% | 2% | 2.6% | 1.1 | 1% | i | 0.6 | 1 | 10 | nt
CCCN(CCC)CC(=O)N1CC(=O)Nc2ccccc21 | nt | 2% | -5% | nt | nt | nt | i | 0.9 | nt | nt | -1.8%
CNC(=S)N1N=C(c2ccc(C)cc2)CC1c1ccc(Cl)cc1 (stereo unspecified) | 2% | -3% | -6% | -3.0% | 1.1 | 0% | i | 0.6 | -6 | 4 | 10%
COc1ccc(S(=O)(=O)Nc2ccc(S(=O)(=O)N(C)C)cc2)cc1[N+](=O)[O-] | -18% | 3% | 9% | -8.0% | 1.1 | -19% | i | 0.5 | 5 | 4 | 1.8%
COCc1cc(C)c(C#N)c(=S)[nH]1 | -6% | 4% | -7% | -1.2% | 1.1 | -3% | i | 0.3 | 22 | 16 | 0.2%
O=C1NC(=S)N/C1=C/c1cc([N+](=O)[O-])ccc1O | -6% | 2% | 6% | -8.9% | 0.9 | -1% | i | 0.5 | -2 | 12 | -0.4%
N#Cc1ccccc1NC(=O)CN(Cc1ccccc1)Cc1ccccc1 | nt | 0% | 3% | nt | nt | nt | i | 1.2 | nt | nt | 19%
O=C(O)c1ccc(CS(=O)(=O)Cc2ccccc2F)o1 | -3% | 5% | -5% | -5.1% | 1.1 | -12% | i | 1.0 | -6 | -7 | 0.8%
COc1ccc(C)cc1NC(=O)c1ccc(NC(=O)CC2SC(N3CCCC3)=NC2=O)cc1 (stereo unspecified) | -5% | 1% | 8% | -2.0% | 1.1 | -3% | i | 1.1 | -3 | -23 | 1.0%
CCCn1nc2cc(C(=O)NC3CCCc4ccccc43)ccc2c1OCC (stereo unspecified) | -3% | 6% | 0% | 3.3% | 1.1 | -1% | i | 0.8 | 7 | 27 | 6.1%
CCOC(=O)C1(Cc2ccc(Cl)cc2)CCN(C(=O)c2ccoc2)CC1 | 4% | 15% | 3% | -0.2% | 1.1 | 12% | i | 0.8 | 14 | 29 | 1.8%
COc1ccc(OC)c(NC(=O)CSc2ccc(-c3cccnc3)nn2)c1 | nt | 2% | -6% | nt | nt | nt | i | 0.3 | nt | nt | 4.7%
Cc1csc(Sc2nc3c(c(=O)[nH]c(=O)n3C)n2CCCc2ccccc2)n1 | -1% | 2% | -22% | -1.6% | 1.1 | -4% | i | 1.4 | -10 | 11 | 16%
CCC(=O)c1ccc(OCC(O)CN2CCN(S(=O)(=O)c3ccc(NC(C)=O)cc3)CC2)cc1 (stereo unspecified) | nt | -6% | -4% | nt | nt | nt | i | 0.4 | nt | nt | 10%
O=C(Nc1cc([N+](=O)[O-])ccc1C(=O)NCCN1CCOCC1)c1ccccc1 | nt | 7% | 1% | nt | nt | nt | i | 2.9 | nt | nt | 0.6%
O=C(c1ccco1)N1CCN(C(=O)C2CCCN(S(=O)(=O)Cc3ccccc3)C2)CC1 (stereo unspecified) | -5% | -4% | -9% | -2.2% | 1.1 | -2% | i | 0.1 | -9 | -2 | 3.1%
NC(=O)CN1C(=O)NC2(CCCc3ccccc32)C1=O (stereo unspecified) | nt | 12% | -1% | nt | nt | nt | i | 0.9 | nt | nt | 0.6%
COc1nc(N)c(S(=O)(=O)c2ccccc2C)cc1C#N | 14% | 0% | 0% | 1.4% | 1.1 | 10% | i | 0.4 | -9 | -2 | 0.1%
O=C(CSc1ccc(-c2cccs2)nn1)c1cccs1 | -55% | 9% | 8% | -3.7% | 1.1 | -45% | nt | nt | -5 | -22 | 7.3%
COc1ccc(NC(=O)Cn2nnc(C(=O)NCc3ccco3)c2N)c(OC)c1 | -1% | -4% | 7% | -5.7% | 1.1 | 0% | i | 0.9 | 8 | 1 | 0.7%
COc1ccc(CNC(=O)C(c2ccncc2)N(C(=O)Cc2cccs2)c2ccc(C)cc2)cc1 (stereo unspecified) | 5% | -4% | -5% | -5.5% | 0.9 | 1% | i | 1.5 | -5 | 3 | -0.2%
O=C(Nc1ccc(S(=O)(=O)NCc2ccccc2)cc1)C1CCCCC1 | nt | 5% | -5% | nt | nt | nt | i | 1.8 | nt | nt | 4.2%
CCOc1ccc(-n2c(-c3ccc(Cl)cc3)c[n+]3c2SCC3)cc1 | -4% | -1% | -2% | -4.4% | 1.1 | -9% | i | 0.4 | -9 | 12 | -1.3%
C[C@@H]1CCC2[C@](C)(CO)[C@@H](O)CC[C@]2(C)[C@@]12CC[C@@](CO)(CC(=O)O)O2 (stereo partly specified) | nt | 4% | 2% | nt | nt | nt | i | 0.4 | nt | nt | -0.1%
CCOC(=O)c1c(Cl)c(C)nn1-c1nc(OC)cc(OC)n1 | 5% | -2% | 4% | -1.2% | 1 | 4% | i | 0.2 | 14 | -6 | 1.2%
COc1ccc(C(=O)c2ccc(CC#N)s2)cc1 | -5% | 1% | 4% | 1.6% | 1.1 | -2% | i | 0.8 | 5 | 9 | 2.5%
COc1ccc(OCCSc2nc(-c3ccccc3)cc(=O)[nH]2)cc1 | -1% | 20% | -1% | -0.1% | 1.1 | -9% | i | 0.1 | -30 | 3 | 0.5%
O=C(NCCO)c1cc2ccccc2cc1O | 47% | -1%&-7% | -1%&-4% | -11% | 1 | nt | i | 2.8 | -21 | -32 | 2.0%
O=[N+]([O-])c1ccc(N(CC(O)CN2CCCCC2)S(=O)(=O)c2ccccc2)cc1 (stereo unspecified) | nt | 2% | 1% | nt | nt | nt | i | 3.2 | nt | nt | 1.6%
CC1=Nc2cc(C(=O)NCCCN3CCN(C)CC3)ccc2Sc2ccc(C)cc21 | nt | -2% | -8% | nt | nt | nt | i | 1.4 | nt | nt | -0.1%
COc1ccccc1CNCC(O)(c1ccc(F)cc1)c1ccc(F)cc1 | nt | 3% | -1% | nt | nt | nt | i | 0.2 | nt | nt | 0.5%
COCc1ccc(CN2CCCC(CO)(Cc3cccc(Cl)c3)C2)o1 (stereo unspecified) | -1% | 0% | -9% | -2.4% | 1 | -1% | i | 0.3 | -7 | 0 | -1.4%
COc1ccc(NC(C)=O)cc1S(=O)(=O)NC(Cc1ccccc1)C(=O)NCc1ccccc1C (stereo unspecified) | nt | 1% | -12% | nt | nt | nt | i | 0.9 | nt | nt | 1.4%

Compound profiles (already shown). Values in the order: human PMI inhibitors, Siah-1 displacement, PhoP inhibition, XIAP antagonists, TNAP activators, PMI inhibitors, Myeloid diff MLP, Myeloid diff MLP GFP+ MAC1+ %, WT yeast gro inh, WT yeast gro inh mutant strain, RSV antiviral HEp-2
O=C(Nc1cc(S(=O)(=O)N2CCCCC2)ccc1O)c1ccccc1NS(=O)(=O)c1ccc(F)c(F)c1 reads 12%, 7%, -3%, -4.1%, 1.1, 15%, i, 0.9, -14, -3, 9.8%
O=C(N/C(=C\c1cccnc1)C(=O)N1CCOCC1)c1cccc(Br)c1 reads 1%, -1%, -6%, -2.6%, 1.1, 3%, i, 0.8, 12, -14, -1.1%
CC(Sc1ccccc1)C(=O)N1CCN(S(=O)(=O)c2ccccc2F)CC1 (stereo unspecified) reads nt, 2%, -2%, nt, nt, nt, i, 1.1, nt, nt, 0.6%
